From PubChem
RAM network inh – blocks the yeast RAM network; S. cerevisiae dse1pr::URA3 reporter, 5-FOA growth OD615, 2 d; analog-sensitive cbk1-as2 kinase mutant strain; inhibition, % at 50 µM; hit rate 1.8% among 190,000;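 active means inhibition above a set limit, 3 SD over mean compound inhibition, cut at about 8.4% in these data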;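 further: 0% = DMSO-only wells with no growth and 100% = 10 µM 1-NA-PP1 full growth; inhibition rescues growth on 5-FOA so higher OD means more RAM inhibition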
TNAP act hi DEA – TNAP (human) activation, high acceptor; P05186; purified TNAP, CDP-star luminescence, 1 M DEA, 30 min; active compounds read high; 0 = EDTA background, 1 = DMSO-only activity; activation factor at 20 µM; 200,000 tested, under 10 active; AID 1136;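 active means activation factor at least 2 at 20 µM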
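Test system – human TNAP · Doses – 20 µM single point · Incubation – 30 min, room temperature · Signal – luminescent substrate turnover signal · Read-out basis – activation factor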
FLuc inhib CS – Photinus pyralis luciferase inhibition counter-screen; inhibition, % at 10 µM; hit rate 1.5% among 200,000; ATPLite firefly luciferase biochemical luminescence, 10 min; AID 1006; P08659;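 active means inhibition above about 50% when tested at 10 µM, limit read from the data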
Target sequence (P08659 whole entry, looked up): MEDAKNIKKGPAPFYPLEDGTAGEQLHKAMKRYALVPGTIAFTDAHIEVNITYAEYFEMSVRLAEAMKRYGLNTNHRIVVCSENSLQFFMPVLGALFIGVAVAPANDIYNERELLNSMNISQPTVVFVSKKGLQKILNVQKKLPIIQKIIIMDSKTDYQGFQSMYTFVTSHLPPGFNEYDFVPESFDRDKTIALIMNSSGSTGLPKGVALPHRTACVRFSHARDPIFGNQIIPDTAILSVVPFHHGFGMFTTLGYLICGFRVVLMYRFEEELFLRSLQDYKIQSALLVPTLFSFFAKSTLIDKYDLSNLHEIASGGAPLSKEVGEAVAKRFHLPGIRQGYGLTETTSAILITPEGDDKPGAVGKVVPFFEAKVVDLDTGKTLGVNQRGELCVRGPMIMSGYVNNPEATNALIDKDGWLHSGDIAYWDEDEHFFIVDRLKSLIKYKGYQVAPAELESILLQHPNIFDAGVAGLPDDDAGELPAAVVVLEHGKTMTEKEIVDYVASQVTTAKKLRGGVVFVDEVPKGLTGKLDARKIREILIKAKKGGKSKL
FLuc act counter – firefly luciferase counter-screen for stimulation assays; P08659; ATPlite luciferase biochemical, luminescence, 10 min; 0 = ATP-free wells, 1 = DMSO control; activation factor at 10 µM; 200,000 tested, under 10 active;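 active means luciferase activation factor, scaled between plate controls, of at least 2 with compound at 10 µM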
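assay system = Luciferase/luciferin detection reagent, cell-free biochemical luciferase assay | also added = ATP substrate | times = 10 min post-reagent at room temperature | measured by = luminescence from luciferase reaction | measure = luciferase activation, seen as luminescence increase over controls | benchmarks = low control with PBS replacing ATP, high control enzyme plus ATP without compound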
APP 5UTR inh – APP translation inhibition; SH-SY5Y APP 5'UTR-luciferase reporter, luminescence; inhibition, % at 2 µM; hit rate 0.82% among 190,000;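 active means inhibition above a set limit, derived from the sample mean plus 3 SD, cut at about 45% in these data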; further: values of inactives mirror those of a sister screen read the other way
bIAP inhibitor – blocks bovine intestinal alkaline phosphatase activity. purified bovine IAP, CDP-star luminescence, 30 min. inhibition, % at 20 µM. 190,000 tested, under 10 active;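 active means over 50% inhibition of intestinal alkaline phosphatase at 20 µM in the single-dose screen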
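Assay system – bovine IAP enzyme · Quantity – bovine IAP at 1/65,000,000 final dilution · Detection – CDP-star luminescence signal · Times – 30 min reaction at room temperature · Also added – CDP-star substrate at 30 µM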
TNAP inh hiacc – inhibitors of human TNAP at high phosphate acceptor concentration. P05186. purified TNAP, CDP-star luminescence, 1 M DEA. inhibition, % at 20 µM. hit rate 0.03% among 200,000. AID 1135;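 active means over 50% inhibition of tissue-nonspecific alkaline phosphatase at 20 µM in the single-dose screen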;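 further: plate controls were DMSO wells for no effect and EDTA-quenched wells as full inhibition for full effect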
L major viab – inhibitors of Leishmania major promastigote growth; Leishmania major promastigotes, resazurin fluorescence viability; inhibition, % at 10 µM; hit rate 9% among 200,000; in the data active means inhibition above about 50%;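 further: promastigotes grown with compound for 44 hours at 28 °C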
bIAP activator – intestinal alkaline phosphatase (bovine) activation; AID 1016; activation factor at 20 µM; purified bovine IAP, CDP-star luminescence, 30 min; active compounds read high; fold of DMSO-control signal, blank-subtracted; hit rate 0.17% among 200,000;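 active means activation factor of 2 or more at 20 µM, a signal rise over negative controls twice the positive control's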
TNAP inh noacc – blocks human TNAP activity with no phosphate acceptor present. AID 1012. hit rate 0.26% among 200,000. P05186. inhibition, % at 20 µM. purified TNAP, CDP-star luminescence, 30 min;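 active means tissue-nonspecific alkaline phosphatase inhibition above about 50% at 20 µM in the single-dose screen, limit read from the data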;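 further: 0% = DMSO negative control and 100% = EDTA positive control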
Numbers without * were called inactive.

Start of the data: the first 10 compounds (preview)
Screens in order – RAM network inh, TNAP act hi DEA, FLuc inhib CS, FLuc act counter, APP 5UTR inh, bIAP inhibitor, TNAP inh hiacc, L major viab, bIAP activator, TNAP inh noacc
1. Cc1ccc(OCCCCn2cnc3ccccc32)c(C)c1
 : 0.5, 1.1, 4, 1, -30, 14, -6, 7, 0.9, 2
2. CCC(C)NC(=O)C1c2ccccc2C(=O)N(c2ccc(OC)cc2)C1c1ccc(OC)cc1 (stereo not given)
 : 1.2, 1.1, -7, 1.1, -7, -10, -5, 1, 1.1, -18
3. CCCCn1c(=O)c(CCC(=O)OCC(=O)Nc2ccc(C)c(Cl)c2)nc2ccccc21
 : 1.0, 1, 4, 1, -5, 3, 1, -7, 1, -7
4. CC1(C)Cc2c(c(N3CCOCC3)nc3snc(N)c23)CO1
 : 0.5, 1.1, -8, 1.1, 5, 13, -5, -1, 0.9, -4
5. Cc1ccccc1-c1cc2c(nn1)-c1ccccc1C2=O
 : 2.5, 1, 77*, 0.2, -17, 10, 0, 93*, 0.9, -6
6. Nc1c(-c2ccccc2Cl)cnn1-c1cccc([N+](=O)[O-])c1
 : 1.5, 1.1, -3, 1, -32, 20, -6, 2, 0.8, -12
7. Cc1ccc(NC(=O)CCn2cnc3cc(C)c(C)cc32)cc1
 : 0.0, 1, -5, 1.1, -18, 15, -4, -3, 0.8, -1
8. COc1ccc(S(=O)(=O)N2CCc3ccccc32)cc1C(=O)OCC(=O)c1c(N)n(C)c(=O)n(C)c1=O
 : 2.2, 1, -3, 1, 9, -10, -2, 6, 1.1, -9
9. CC1Cc2ccccc2N1C(=O)CSc1nnc(Cn2nnc3ccccc32)n1C (stereo not given)
 : 0.9, 1, 3, 1, -8, -10, -3, 0, 1.1, -8
10. O=C(C1CCCN(S(=O)(=O)c2ccc(F)cc2)C1)N(Cc1cccs1)C1CC1 (stereo not given)
 : -0.1, 1.1, -3, 1, -5, -8, -8, 0, 1.1, -9

This part in full (from the top)
Screens in order – RAM network inh, TNAP act hi DEA, FLuc inhib CS, FLuc act counter, APP 5UTR inh, bIAP inhibitor, TNAP inh hiacc, L major viab, bIAP activator, TNAP inh noacc
1. Cc1ccc(OCCCCn2cnc3ccccc32)c(C)c1
 : 0.5, 1.1, 4, 1, -30, 14, -6, 7, 0.9, 2
2. CCC(C)NC(=O)C1c2ccccc2C(=O)N(c2ccc(OC)cc2)C1c1ccc(OC)cc1 (stereo not given)
 : 1.2, 1.1, -7, 1.1, -7, -10, -5, 1, 1.1, -18
3. CCCCn1c(=O)c(CCC(=O)OCC(=O)Nc2ccc(C)c(Cl)c2)nc2ccccc21
 : 1.0, 1, 4, 1, -5, 3, 1, -7, 1, -7
4. CC1(C)Cc2c(c(N3CCOCC3)nc3snc(N)c23)CO1
 : 0.5, 1.1, -8, 1.1, 5, 13, -5, -1, 0.9, -4
5. Cc1ccccc1-c1cc2c(nn1)-c1ccccc1C2=O
 : 2.5, 1, 77*, 0.2, -17, 10, 0, 93*, 0.9, -6
6. Nc1c(-c2ccccc2Cl)cnn1-c1cccc([N+](=O)[O-])c1
 : 1.5, 1.1, -3, 1, -32, 20, -6, 2, 0.8, -12
7. Cc1ccc(NC(=O)CCn2cnc3cc(C)c(C)cc32)cc1
 : 0.0, 1, -5, 1.1, -18, 15, -4, -3, 0.8, -1
8. COc1ccc(S(=O)(=O)N2CCc3ccccc32)cc1C(=O)OCC(=O)c1c(N)n(C)c(=O)n(C)c1=O
 : 2.2, 1, -3, 1, 9, -10, -2, 6, 1.1, -9
9. CC1Cc2ccccc2N1C(=O)CSc1nnc(Cn2nnc3ccccc32)n1C (stereo not given)
 : 0.9, 1, 3, 1, -8, -10, -3, 0, 1.1, -8
10. O=C(C1CCCN(S(=O)(=O)c2ccc(F)cc2)C1)N(Cc1cccs1)C1CC1 (stereo not given)
 : -0.1, 1.1, -3, 1, -5, -8, -8, 0, 1.1, -9
11. COCCNC(=S)N1CCN(S(C)(=O)=O)CC1
 : -0.1, 1, -4, 1, 4, -20, -1, -5, 1.2, -34
12. O=S(=O)(NCCc1ccccc1)c1ccc(Cl)nc1
 : 0.8, 1.1, -7, 1.1, -20, 2, -6, 48, 1, -20
13. COC(=O)c1c(C(=O)NCc2ccccc2)ncn1CC(O)COc1ccccc1 (stereo not given)
 : -0.1, 1, -7, 1.1, 1, -10, -3, -5, 1.1, -5
14. O=C(Nc1nc(-c2ccccc2)c(C(=O)c2ccccc2)s1)c1ccc(S(=O)(=O)N2CCCCC2)cc1
 : 7.0, 1, -9, 1.1, 2, 6, -2, 16, 0.9, 0
15. N#CC1=CN(Cc2ccccc2)C=C(/C=N/Nc2ccccc2)C1
 : 0.8, 1, -3, 1, -27, -8, 3, 98*, 1.1, -7
16. O=C(CSc1nnc(-c2ccncc2)o1)N1CCc2ccccc2C1
 : 2.9, 1, -5, 1.1, -33, -7, -4, -6, 1.1, -15
17. COC(=O)c1cc(NS(=O)(=O)c2ccc(OC)c(OC)c2)ccc1Cl
 : 2.5, 1, -4, 1, 29, 5, -1, 1, 0.9, -10
18. O=C(COc1ccc(Cl)cc1)Nc1cccc(-c2ccc3nncn3n2)c1
 : 2.1, 1, 1, 1, 2, 2, -1, 7, 1, -21
19. COC(=O)Nc1sc(C(=O)N(C)C)c(C)c1C(=O)OC
 : 1.1, 1, -5, 1, -13, 10, 0, -5, 0.9, -8
20. Cc1ccccc1NC(=O)N1C2CCC1CC(O)(c1cccnc1)C2 (stereo not given)
 : 1.3, 1, -3, 1, 4, 1, 0, -4, 1, -7

Brought forward from above: 2 compounds; new compounds follow.
Screens in order – RAM network inh, TNAP act hi DEA, FLuc inhib CS, FLuc act counter, APP 5UTR inh, bIAP inhibitor, TNAP inh hiacc, L major viab, bIAP activator, TNAP inh noacc
19. COC(=O)Nc1sc(C(=O)N(C)C)c(C)c1C(=O)OC
 : 1.1, 1, -5, 1, -13, 10, 0, -5, 0.9, -8
20. Cc1ccccc1NC(=O)N1C2CCC1CC(O)(c1cccnc1)C2 (stereo not given)
 : 1.3, 1, -3, 1, 4, 1, 0, -4, 1, -7
21. CCN1CCCC1CNC(=O)c1cn(CC)c2ccc(S(=O)(=O)N3CCCCCC3)cc2c1=O (stereo not given)
 : -0.1, 1, -2, 1, -11, 12, 0, 6, 0.9, -8
22. CC(C)OC(=O)CSc1nc(N)c(C#N)cc1C#N
 : 0.7, 1.1, -5, 1, 2, 15, -5, -1, 0.8, -12
23. Cc1ccc(-c2nc(NC(=O)CSc3nnc(C)s3)ns2)cc1
 : 2.5, 1, 16, 0.8, -2, 5, -4, -9, 1, -11
24. COc1ccc(Oc2cc(C)c3cccc(C)c3n2)cc1
 : 3.7, 1.1, -6, 1.1, -4, 15, -10, -6, 0.8, -14
25. O=C(O)CN1C(=O)CNC1=O
 : 1.2, 1, -3, 1, -10, 3, -2, -6, 1, -10
26. O=C(NCc1ccc2c(c1)OCO2)c1cc2ncc(Br)cn2n1
 : 1.0, 1, -1, 1, -1, 8, -2, -4, 0.9, -9
27. COC(=O)Cn1c2ccccc2c2nc(C)sc21
 : -0.2, 1, -4, 1, -3, 6, -5, -3, 0.9, -14
28. COC(=O)NC(NC(=S)Nc1ccc([N+](=O)[O-])cc1)C(Cl)(Cl)Cl (stereo not given)
 : 0.7, 0.9, 0, 1, 10, 0, 6, 99*, 1, 26
29. COc1cc(C2C3C(=O)N(Cc4ccccc4)C(=O)C3ON2c2ccccc2)cc(OC)c1O (stereo not given)
 : 3.5, 1.1, -1, 1, 6, 5, -5, 1, 0.9, -2
30. COc1nc(Cl)cn(-c2ccc(Cl)cc2)c1=O
 : 1.5, 1, 2, 1, -9, 6, 2, -5, 0.9, -2
31. O=C(NCc1cccc(Cl)c1)c1ccc2c(c1)SC1=NS(=O)(=O)CCN12
 : 1.9, 1.1, -6, 1.1, 2, 1, -6, 1, 1, -8
32. COc1ccccc1CNS(=O)(=O)c1ccc(C)cc1
 : 1.5, 1, -2, 1, 15, 34, 1, -4, 0.7, -7
33. CNC(=O)NC(=O)COc1c(F)c(F)cc(F)c1F
 : 0.1, 1, -5, 1.1, -9, -7, -1, -5, 1.1, -16
34. COC(=O)CN1C(=O)C(O)(CC(=O)c2ccc(C)cc2)c2ccccc21 (stereo not given)
 : -0.5, 1, -6, 1.1, -1, 14, -2, -10, 0.9, -12
35. Cc1cccn2cc(CSc3nnc(Nc4ccc(C(C)C)cc4)s3)nc12
 : -1.3, 1.1, -3, 1, -23, 43, -6, 28, 0.6, -24
36. CCCCSc1nc(CCC)cc(=O)[nH]1
 : 0.0, 1, 0, 1, -2, 10, -1, -4, 0.9, -6
37. CC(=O)c1ccc(N2CCN(c3ccc(C(N)=O)cc3[N+](=O)[O-])CC2)cc1
 : 3.8, 0.9, 7, 0.9, 4, -6, 12, -7, 1.1, 9
38. Cc1ccc(O)c(/C=N/NC(=O)c2[nH]ncc2Br)c1
 : 1.0, 1, 74*, 0.3, 2, 5, 4, 98*, 1, -152
39. COC(=O)c1ccc(CN2CCN(C(C)C)C(CCO)C2)cc1 (stereo not given)
 : -0.2, 1, -5, 1.1, -20, -3, -4, 3, 1, -10
40. CCC(C)(C)NC(=O)C(c1cccn1C)N(C(=O)Cn1nnc2ccccc21)c1ccc(OC)cc1 (stereo not given)
 : 4.8, 1.1, -5, 1.1, 7, 8, -6, 25, 0.9, -13
41. CN(C)CCCN(C(=O)c1ccco1)c1nc2ccc(Cl)cc2s1
 : 0.4, 1.1, -4, 1, -20, -3, -6, 42, 1, -7
42. CCOC(=O)CNC(=O)C(Cc1ccccc1)NS(=O)(=O)c1cccs1 (stereo not given)
 : 0.6, 1, -3, 1, 10, 2, 0, 9, 1, -8
43. Cc1cc(NNC(=O)c2ccccc2)nc(NNC(=O)c2ccccc2)n1
 : 1.8, 1, -1, 1, -4, -65, 0, -4, 1.7, -149
